High-throughput results deposited in PubChem BioAssay by National Center for Advancing Translational Sciences (NCATS).
FEN1 inhibitor: blocks human flap endonuclease 1 | AID 588795 | Recombinant FEN1 flap cleavage, fluorescence, 15 min | Potency, µM (titrated, usually from 114 µM), without a hit: top-dose activity change, negative = inhibition, most hits filed as inhibitors | hit rate 0.35% among 390,000 | P39748; further: nearly all actives have a fitted effect of over 65% in size
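Read-out was taken twice, immediately and after 15 min, following addition of 50 nM substrate to 10 nM FEN1 that had sat with test compound for 15 min at room temperature. Curves came from a four-parameter Hill model.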
GCN5L2 inh: blocks human GCN5L2 histone acetyltransferase; AID 504327; Q92830; hit rate 0.21% among 390,000; GCN5L2 HAT assay, ThioGlo1 CoA-SH fluorescence; Potency, µM (titrated, usually from 58.9 µM), for the others: top-dose activity change, negative = inhibition, actives largely listed as inhibitors
Target sequence (Q92830 whole entry, looked up): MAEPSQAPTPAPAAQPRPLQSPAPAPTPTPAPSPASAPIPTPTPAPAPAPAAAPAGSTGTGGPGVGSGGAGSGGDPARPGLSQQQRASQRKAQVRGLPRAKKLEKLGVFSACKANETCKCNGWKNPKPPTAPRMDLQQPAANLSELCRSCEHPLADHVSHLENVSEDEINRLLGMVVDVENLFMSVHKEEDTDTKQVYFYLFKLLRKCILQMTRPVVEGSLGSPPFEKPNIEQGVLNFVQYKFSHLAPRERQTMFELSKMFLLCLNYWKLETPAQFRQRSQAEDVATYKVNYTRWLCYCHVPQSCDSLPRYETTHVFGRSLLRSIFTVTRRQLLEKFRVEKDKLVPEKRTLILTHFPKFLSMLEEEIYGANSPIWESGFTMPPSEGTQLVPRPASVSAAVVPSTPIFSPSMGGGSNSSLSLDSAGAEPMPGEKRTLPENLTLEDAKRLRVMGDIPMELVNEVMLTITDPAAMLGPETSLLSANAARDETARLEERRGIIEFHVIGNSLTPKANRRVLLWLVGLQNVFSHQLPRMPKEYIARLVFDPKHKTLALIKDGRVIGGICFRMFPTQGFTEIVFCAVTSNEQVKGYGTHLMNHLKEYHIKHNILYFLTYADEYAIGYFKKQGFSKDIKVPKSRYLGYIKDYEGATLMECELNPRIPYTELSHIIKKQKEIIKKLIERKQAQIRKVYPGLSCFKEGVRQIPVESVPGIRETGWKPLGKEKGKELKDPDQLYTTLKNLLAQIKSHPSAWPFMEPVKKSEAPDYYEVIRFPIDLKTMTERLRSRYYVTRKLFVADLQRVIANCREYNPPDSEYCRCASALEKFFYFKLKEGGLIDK
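Enzyme at 20nM final was mixed with library compounds for 15 min at room temperature. Peptide H3(1-25) at 75uM, acetyl-CoA at 70uM and ThioGlo1 at 50uM were then added. Plates were read immediately and after 20 min (Ex340nm/Em540nm).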
N370S GC: inhibitors or activators of N370S glucocerebrosidase for Gaucher disease | P04062 | N370S GC spleen homogenate, 4MU-glucoside fluorescence | Potency, µM (highest dose often 59.4 µM), inactives show at the top dose activity change, negative = inhibition, hits mostly inhibitors | hit rate 0.092% among 330,000;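 further: 0% = full enzyme activity and -100% = no enzyme basal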
An asterisk follows results filed as active; ? = inconclusive; · = not tested or not shown; & = joins results of further samples; [ ] = dose if it differs, or a comment. The call rests on the fitted dose curve; in most records, active means well fitted curve in the direction sought with a large enough effect; inconclusive means small, poorly fitted or top-dose-only effect, or another doubt; inactive means no such curve, though single readings can be large; an effect the other way counts as inactive or inconclusive. Unless noted, on the % scale 0 is the no-effect control and ±100 the full control effect; potency means the concentration at half of the fitted maximal effect. Not all compounds are listed; count on the stated rates, not on these rows.

SMILES	FEN1 inhibitor	GCN5L2 inh	N370S GC
Cc1ccc(-n2nc3c(=O)n(CC(=O)NCC(C)c4ccccc4)nc(C)c3c2C)cc1 (stereo not given)	17%	-2%	·
CN(C)c1ccc(C2NCCS2)cc1 (stereo not given)	-12%	-18%	-4%
Fc1ccc(Nc2ccnc(-c3ccccc3C(F)(F)F)n2)cc1	·	?	-5%
O=C(COC(=O)c1nc(Cl)ccc1Cl)Nc1ccccc1OC(F)F	-2%	-4%	-3%
CN(C)C(CNC(=O)c1ccc(C(=O)c2ccccc2)cc1)c1ccccc1 (stereo not given)	10%	-5%	-12%
O=C(c1ccccc1Cl)N1CCC(c2nc3c(nnn3Cc3ccco3)c(=O)[nH]2)CC1	2%	-4%	5%
CCc1ccc(N(C(=O)c2csnn2)C(C(=O)NCc2ccccc2)c2ccco2)cc1 (stereo not given)	-15%	-22%	-26%
CCOc1cccc(C(=O)NC(=S)Nc2ccc(Cl)cc2C(=O)O)c1	2%	-1%	10%
Cc1ccc(Sc2ccc(N3CCCC(C(=O)Nc4ccc(F)cc4F)C3)nn2)cc1 (stereo not given)	?	-4%	·
O=C(COC(=O)CN1C(=O)C2CCCCC2C1=O)NCc1ccc(Cl)cc1Cl (stereo not given)	-5%	-5%	·
Cc1ccc2onc(CC(=O)N3CCN(c4cccc(C)c4C)CC3)c2c1	-3%	-6%	·
CCn1c(COc2ccc(OC)cc2)nnc1SCc1nc2ccccc2c(=O)[nH]1	·	0%	-11%
CCCN1CCN(C(=O)Cn2c(=O)oc3cc(S(=O)(=O)NCc4ccccc4)ccc32)CC1	22%	3%	-6%
Cn1c(SCCOc2ccc(Cl)cc2)nnc1-c1ccncc1	-5%	2%	7%
C=CCNCCCOc1ccc(C)cc1Br	5%	-2%	-10%
COc1ccc(NC(=O)C(=O)NCc2ccncc2)c(OC)c1	0%	4%	2%
COc1ccc(-c2[nH]ncc2CN2CCCCCCC2)c(OC)c1	11%	-26%	2%
Cc1ccc(OCCCCn2nnc3sc4c(c3c2=O)CCC(C)C4)cc1 (stereo not given)	1%	?	·
CCOc1ccc(-c2cc(C(=O)N3CCN(c4cccc(C)c4)C(C)C3)c3ccccc3n2)cc1 (stereo not given)	3%	-5%	·
O=C(CSc1nnc(-c2ccccc2)o1)NC1CCCC1	4%	-4%	-1%
Cc1ccc(-c2ccc(S(=O)(=O)N3CCN(C)CC3)cc2)cc1	-3%	-2%	-58%
Cc1ccccc1C(=O)Nc1ccnn1C1CCN(C(=O)c2ccoc2)CC1	-12%	-1%	-8%
COCC(=O)N1CCC(Oc2ccc(C(=O)N(C)CCCC3CCCC3)cc2)CC1	-1%	-3%	-4%
CC(=O)Nc1ccc(/C=C(\C#N)S(=O)(=O)c2ccc(C)cc2)cc1	-3%	-3%	·
O=C(Nc1cccc(Cl)c1)C1CCN(C(=O)c2cccs2)CC1	-7%	0%	-7%

4 compounds out of the list, sorted by length of the SMILES, highest first.
SMILES	FEN1 inhibitor	GCN5L2 inh	N370S GC
Cc1ccc(-n2nc3c(=O)n(CC(=O)NCC(C)c4ccccc4)nc(C)c3c2C)cc1 (stereo not given)	17%	-2%	·
CCc1ccc(N(C(=O)c2csnn2)C(C(=O)NCc2ccccc2)c2ccco2)cc1 (stereo not given)	-15%	-22%	-26%
Cc1ccc2onc(CC(=O)N3CCN(c4cccc(C)c4C)CC3)c2c1	-3%	-6%	·
O=C(CSc1nnc(-c2ccccc2)o1)NC1CCCC1	4%	-4%	-1%

The list continues:
SMILES	FEN1 inhibitor	GCN5L2 inh	N370S GC
O=C(NC(=S)Nc1cc(C(F)(F)F)ccc1N1CCOCC1)c1sc2ccccc2c1Cl	11%	-2%	5%
O=C(c1cc(=O)c2ccccc2o1)N1CCCc2ccccc21	-5%	0%	12%
COc1ccc(CCNC(=O)c2cnc3scc(C)n3c2=O)cc1OC	1%	-6%	?
Cc1ccc(/C=N/n2c(C)nc3ccccc3c2=O)s1	·	-4%	-2%
Cc1ccc(N2CC(NC(=O)c3ccc(S(=O)(=O)N(C)C)cc3)CC2=O)cc1C (stereo not given)	6%	-6%	·
Cc1n[nH]c(=O)c2c(NC(=O)CSc3nc4ccccc4c(=O)n3CCCOC(C)C)oc(C)c12	-1%	0%	-3%
COc1ccc(OC(=O)c2cnn(-c3ccccc3)c2C)cc1	-2%	-10%	2%
COCC1CCCN(C(=O)c2ccc3oc(CCCc4ccccc4)nc3c2)C1 (stereo not given)	-8%	-6%	-6%
CCc1cccc(NC(=S)N(CCCN2CCOCC2)C(C)c2cc3cccc(OC)c3o2)c1 (stereo not given)	-17%	-3%	?
CCCN1C(=O)c2[nH]nc(-c3ccccc3)c2C1c1cccc(O)c1 (stereo not given)	12%	-5%	·
CCc1ccc(C(=O)NNc2ccc(C)c(Cl)c2)cc1	0%	-3%	18%
COCCCNc1nc2ccccc2nc1NS(=O)(=O)c1ccc(C)cc1	?	-4%	4%
COc1ccc(-c2nc(CSCC(=O)NCCc3ccc(C)cc3)c(C)o2)cc1OC	13%	-6%	·
Cc1ccc(NC(=S)NC(=O)c2ccc(F)cc2)cc1S(=O)(=O)Nc1cccc(Cl)c1	-3%	4%	16%
COc1ccc(NC(=O)C2CCN(S(=O)(=O)c3cccc4nonc34)CC2)cc1	-12%	-2%	0%
CCC(C)NC(=O)c1cc(-c2ccc3c(c2)OCO3)on1 (stereo not given)	-17%	-5%	-2%
O=C(Nc1ccc2c(c1)OCCO2)C1CCN(c2ncccn2)CC1	-4%	-16%	-6%
Fc1ccccc1-c1nc(N2CCCCC2)c2ccccc2n1	0%	22%	-11%
O=C(c1ccc(C#CC2(O)CCCCC2)cc1)N1CCN(C(c2ccccc2)c2ccccc2)CC1	-8%	-10%	3%
CCOc1cc2[nH]c(=O)n(CCCC(=O)N3CCN(c4ccc(OC)cc4)CC3)c(=O)c2cc1OCC	-17%	-15%	·
Cc1ccc(NC(=O)c2cccc(S(=O)(=O)N3CCN(c4ccc(F)cc4)CC3)c2)nc1	2%	-8%	-4%
Cc1cc(C)cc(C(=O)Nc2ccc(N3CCCC3)cc2)c1	2%	-4%	-1%
O=C(NCC(c1cccnc1)N1CCN(c2ccccc2F)CC1)c1ccc(F)cc1 (stereo not given)	-3%	-5%	·
COC(=O)C1=CN(Cc2cccs2)C=C(C(=O)OC)C1c1ccc(OC)cc1OC	-4%	-14%	?
Cc1nc(N2C(=O)C(=O)/C(=C(/O)c3ccccc3)C2c2ccco2)sc1C (stereo not given)	-3%	-5%	-4%

Rewritten with the structure last: entries from further up.
FEN1 inhibitor	GCN5L2 inh	N370S GC	structure
·	-4%	-2%	Cc1ccc(/C=N/n2c(C)nc3ccccc3c2=O)s1
6%	-6%	·	Cc1ccc(N2CC(NC(=O)c3ccc(S(=O)(=O)N(C)C)cc3)CC2=O)cc1C (stereo not given)
-1%	0%	-3%	Cc1n[nH]c(=O)c2c(NC(=O)CSc3nc4ccccc4c(=O)n3CCCOC(C)C)oc(C)c12
-2%	-10%	2%	COc1ccc(OC(=O)c2cnn(-c3ccccc3)c2C)cc1

In the list so far, 2 have a CF3 group.
SMILES	FEN1 inhibitor	GCN5L2 inh	N370S GC
Fc1ccc(Nc2ccnc(-c3ccccc3C(F)(F)F)n2)cc1	·	?	-5%
O=C(NC(=S)Nc1cc(C(F)(F)F)ccc1N1CCOCC1)c1sc2ccccc2c1Cl	11%	-2%	5%

One compound at a time, as listed above:
CCCN1C(=O)c2[nH]nc(-c3ccccc3)c2C1c1cccc(O)c1 (stereo not given) is listed as FEN1 inhibitor = 12%; GCN5L2 inh = -5%; N370S GC = ·
O=C(c1ccc(C#CC2(O)CCCCC2)cc1)N1CCN(C(c2ccccc2)c2ccccc2)CC1 is listed as FEN1 inhibitor = -8%; GCN5L2 inh = -10%; N370S GC = 3%

More entries:
SMILES	FEN1 inhibitor	GCN5L2 inh	N370S GC
CS(=O)(=O)c1ccc(-c2cc(Br)sc2-c2ccc(F)cc2)cc1	·	-22%	-3%
CCOC(=O)C(C)Oc1ccc(C2NC(=O)NC(C)=C2C(C)=O)cc1Br (stereo not given)	7%	-4%	2%
C=C1CC2C(=O)N(Cc3ccccc3)C(C(=O)OCC)(C(=O)OCC)C1N2C(=O)OC(C)(C)C (stereo not given)	11%&12%	·	-1%
COC(=O)c1cnc(SCc2ccc([N+](=O)[O-])cc2)n1C	-14%	-1%	5%
COc1cc(C(=O)NCC(=O)N/N=C/c2ccc(-c3ccc([N+](=O)[O-])cc3)o2)cc(OC)c1OC	-14%	-2%	-10%
CCOc1cccc(NC(=O)C2CC(=O)N(C)C(=Nc3ccc(OC)cc3)S2)c1 (stereo not given)	-3%	-6%	·
CCOc1ccc(C2C(C(=O)O)CCC(=O)N2C2CCCCC2)cc1 (stereo not given)	-4%	2%	4%
COC(=O)c1ccc(-n2nnc(-c3nsc(NC(=O)c4ccc(Cl)cc4)n3)c2C)cc1	10%	-2%	·
CCOC(=O)CCn1c2nc(C)cc(C)c2c(=O)n1-c1ccccc1	-4%	-8%	1%
C=CCn1cc(CN2CCC(C(=O)Nc3cccc(-c4cccc(Cl)c4)c3)CC2)c(C)n1	-20%	-1%	?
O=C1CC(N2CCCc3ccccc32)C(=O)N1c1ccccc1 (stereo not given)	4%	-3%	16%
CC(=O)N1[C@H](Cc2ccccc2)C=C[C@]1(C)C(=O)NCc1ccc(C)o1	-1%	3%	28%&-1%
NC(=O)c1ccsc1NC(=O)C1CC1	-4%	-8%	3%
CCCN(CCC)CCCNC(=O)c1cc2c(-c3ccc(Cl)cc3)nn(C)c2s1	?	-10%	·
O=C1OC2(CCCCC2)CC2=C1C1O[C@](c3ccsc3)(Cc3ccccc31)O2	·	-5%[12.7 µM]	-11%[12.8 µM]
CN1CCc2c(n(CC(O)CN3CCN(CCO)CC3)c3ccccc23)C1=O (stereo not given)	16%	-2%	4%
O=C(Cc1cccs1)NC(Cc1c[nH]c2ccccc12)C(=O)O (stereo not given)	-8%	-1%	-7%
CC(=O)c1ccc(NS(=O)(=O)c2cccc(C(=O)Nc3ccccc3C(=O)O)c2)cc1	13%	-3%	-8%
COc1cc2c(cc1NC(=O)c1cccc(S(=O)(=O)N(C)C)c1)oc1ccccc12	-8%	-11%	?
Cc1c(NC(=O)c2cc(-c3ccc(Cl)s3)nc3ccccc23)c(=O)n(-c2ccccc2)n1C	-12%	-11%	-3%
CC(=O)c1coc2ccc(OCC(=O)O)cc12	0%	2%	9%
Cc1ccc(-c2cccc([C@H]3[C@@H]4C=CC[C@@H](C)[C@@H]4C(=O)N3Cc3ccccc3)c2)cc1	-6%	-9%&8%	8%
O=C(c1cnccn1)N1CCN(C/C=C/c2ccccc2)CC1	8%	-4%	9%
O=C(c1ccc(S(=O)(=O)N2CCOCC2)cc1)N(c1ccc(F)cc1)C1C=CS(=O)(=O)C1 (stereo not given)	-1%	-30%	-3%
CCn1c(SCc2nnc(-c3ccccc3)o2)nnc1-c1ccc(S(=O)(=O)N2CCCC2)cc1	-17%	-4%	0%
FC(F)(F)c1ccc(Oc2ccc(Cl)cc2Br)nc1	-5%	32%	6%
